Screens from PubChem BioAssay.
NALP1 yeast inh: NALP1 inflammasome inhibitors in reconstituted yeast, colorimetric, S. cerevisiae, triplicate retest; S. cerevisiae NALP1/ASC/caspase-1 growth, X-gal OD620, 72 h; inhibition, % at 10 µM; hit rate 0.61% among 280,000; AID 2071, 2009; in the data active = inhibition mostly above about 24%, no sharp cut-off; inactive = mostly below about 32%; note: some compounds called inactive have numbers as strong as hits
M18AAP inhibitor: PfM18AAP inhibitors, malaria aminopeptidase, primary screen, biochemical, QFRET, recombinant enzyme; M18 aspartyl aminopeptidase (Plasmodium falciparum 3D7); H-Glu-NHMec fluorogenic cleavage; inhibition, % at 7.35 µM; hit rate 1.2% among 290,000; AID 1822, 2009;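 active = inhibition above the campaign mean inhibition over all tested compounds plus 3 SD, cut at about 28% in these data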;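 note: 0% = plate median of test compound wells and 100% = 2 mM ZnCl2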
MEKK3 PB1 HTS: modulators of MEKK3-MEK5 PB1 binding, primary screen, biochemical, wildtype MEKK3, multiplex bead flow cytometry, Alexa488-MEK5; Mitogen-activated protein kinase kinase kinase 3 (Homo sapiens), Q99759; bead-based flow cytometry, Alexa488-MEK5 binding to MEKK3; actives lie on both sides; 0 = blocked by unlabeled MEK5, 100 = vehicle; binding response (% of control), % at 10 µM; hit rate 1.4% among 290,000; AID 1529, 2009;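 active = binding response more than 3 SD above or below the average of its plate-row segment, actives on both sides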;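 note: Alexa488 bead fluorescence after subtracting the streptavidin-only scavenger bead signal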
Target sequence (Q99759 whole entry, looked up): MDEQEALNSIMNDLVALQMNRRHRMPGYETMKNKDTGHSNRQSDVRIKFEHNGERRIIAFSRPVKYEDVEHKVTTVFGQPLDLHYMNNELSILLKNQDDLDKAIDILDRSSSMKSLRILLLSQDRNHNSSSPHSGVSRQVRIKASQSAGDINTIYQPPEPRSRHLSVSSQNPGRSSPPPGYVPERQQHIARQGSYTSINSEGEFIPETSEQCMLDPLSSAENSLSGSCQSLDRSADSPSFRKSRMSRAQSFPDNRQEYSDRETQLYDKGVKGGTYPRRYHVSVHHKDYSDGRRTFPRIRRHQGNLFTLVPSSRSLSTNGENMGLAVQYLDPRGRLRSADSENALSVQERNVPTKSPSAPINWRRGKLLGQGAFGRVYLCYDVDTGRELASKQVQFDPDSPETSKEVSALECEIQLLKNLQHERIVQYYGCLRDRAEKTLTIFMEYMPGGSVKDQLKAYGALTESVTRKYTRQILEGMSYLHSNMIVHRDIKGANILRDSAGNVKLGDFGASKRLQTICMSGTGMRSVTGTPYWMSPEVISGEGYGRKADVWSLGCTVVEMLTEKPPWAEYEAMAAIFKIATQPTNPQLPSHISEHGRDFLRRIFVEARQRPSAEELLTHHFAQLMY
SUMO HTRF inh: inhibitors of in vitro SUMOylation cascade, primary screen, biochemical, HTRF, uHTS. hit rate 0.36% among 290,000. HTRF SUMOylation assay, SAE1/SAE2 + UBC9. SUMO-conjugating enzyme UBC9 (Homo sapiens), P63279. inhibition, % at 35 µM; in the data active = inhibition above about 50%, passing the limit was not always enough; note: strong numbers were not always called active
IDE cell inh: human IDE inhibitors in live cells, primary screen, fluorescence polarization, HEK cells, FAbetaB substrate; FAbetaB cleavage; inhibition, % at 5.59 µM; hit rate 0.41% among 320,000;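 active = percent inhibition above the average of all tested compounds plus 3 SD, set per screening campaign, cut at about 16% in these data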;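 note: IDE supplied by intact live HEK cells; FP after avidin binding of uncleaved biotin substrate so inhibition keeps polarization high; 0% = DMSO wells and 100% = 60 µM reference IDE inhibitor Ii1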
MEKK2 WT-MEK5: modulators of MEK5 binding to wildtype MEKK2, primary screen, biochemical, multiplex bead flow cytometry, Alexa488-MEK5; Mitogen-activated protein kinase kinase kinase 2 (Homo sapiens), Q9Y2U5; Alexa488-MEK5 binding to MEKK2 WT; actives lie on both sides; binding response (% of control), % at 10 µM; hit rate 1.1% among 290,000; in the data active = binding response below about 67% or above about 130%
p-CIP stab down: p/CIP-EGFP fusion destabilizers, primary screen, fluorescence, F442A cells. decrease of EGFP signal, % at 10 µM. 16 h. hit rate 0.01% among 290,000;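 active = EGFP signal decrease of at least 30% at 10 µM or well 3 SD below plate mean, unless failing retest; inactive = the rest, including hits failing retest or dose response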; note: some compounds called inactive have numbers as strong as hits; many of its hits are not listed in these tables
IDE act: human IDE activators in live cells, primary screen, fluorescence polarization, HEK cells, FAbeta-B substrate; hit rate 0.073% among 340,000; activation, % at 5.96 µM; FAbeta-B cleavage; 0% vehicle, 100% cell-free pure enzyme wells; Insulin-degrading enzyme (Homo sapiens), P14735;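 active = activation above the mean of all tested compounds plus 3 SD, set per screening campaign, cut at about 17% in these data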
MEKK2 mut-MEK5: MEK5 binding signal on mutant MEKK2 PB1, primary screen, biochemical, multiplex bead flow cytometry, Alexa488-MEK5. Alexa488-MEK5 binding to MEKK2 mutant. percent response, % at 10 µM. hit rate 0.35% among 290,000. AID 1530, 2009; in the data active = percent response above about 24%, passing the limit was not always enough; note: inactives centre near 1; some results filed as inactive read as strong as hits; reference of the scale not given here
The depositor's hits bear a star; x = not tested or not shown. Not all compounds are listed. The share of hits here may be higher or lower than overall.

SMILES	NALP1 yeast inh	M18AAP inhibitor	MEKK3 PB1 HTS	SUMO HTRF inh	IDE cell inh	MEKK2 WT-MEK5	p-CIP stab down	IDE act	MEKK2 mut-MEK5
CC1CCN(C(=O)c2ccc(CS(=O)(=O)Cc3ccccc3)cc2)CC1	-3.7	2.8	100.0	4.6	1.2	105.0	-0.2	0.3	4.0
CN1CCOc2cc(S(=O)(=O)NCc3ccc(S(N)(=O)=O)cc3)ccc21	-1.2	1.8	100.0	-13.3	10.3	106.0	-0.9	5.1	6.0
COc1ccc(C(C)=O)c(Oc2nc(CN3CCOCC3)nc3scc(-c4cccs4)c23)c1	8.8	-4.3	109.0	-11.9	0.0	103.0	5.0	2.3	3.0
COc1ccccc1OCC(=O)N1CCN(C(=O)COc2ccccc2OC)CC1	15.1	-3.1	101.0	-17.6	2.1	98.0	7.3	1.1	-4.0
C=CCc1cccc(/C=N/NC(=O)c2ccccc2Br)c1O	9.7	18.4	101.0	-1.0	0.4	96.0	-6.6	-4.8	-6.0
O=C(CCC(=O)N1CCN(c2ccc(F)cc2)CC1)N1CCN(c2ccc(F)cc2)CC1	13.0	-0.4	104.0	0.8	5.5	100.0	-1.0	-12.9	-1.0
O=C(N/N=C/c1ccc2c(c1)OCO2)c1cccc(NC(=O)c2ccccc2Cl)c1	5.5	7.4	102.0	7.8	-1.9	95.0	-6.3	-0.4	1.0
Cc1cc(OCC(=O)Nc2cc(-c3nn4c(C)nnc4s3)ccc2C)ccc1Cl	-1.7	-8.1	97.0	-51.2	2.0	99.0	-38.9	-5.1	-2.0
c1cc2[nH]snc2c2nc(C3CC3)nc12	33.3	-0.8	103.0	33.2	-6.9	103.0	5.5	2.5	-1.0
COC(=O)c1ccc(C(=O)OC)c(NC(=S)N2CCN(c3ccccc3F)CC2)c1	33.0	0.0	100.0	11.7	0.7	98.0	-9.5	2.2	0.0
Cc1cc(C)nc(NC(=O)C(c2ccccc2)c2ccccc2)n1	-8.3	5.6	98.0	5.5	0.0	104.0	-3.1	-0.4	1.0
COc1ccc(NS(=O)(=O)c2cc(NC(=O)c3nn(C)c(=O)c4ccccc34)ccc2OC)cc1	7.3	-7.8	104.0	3.4	4.1	98.0	6.0	-4.3	-1.0
CCCCCN(C(=O)NC(=O)Nc1ccccc1C)S(C)(=O)=O	7.9	-1.9	101.0	1.1	3.1	103.0	12.0	4.8	4.0
CCOC(=O)c1ccc(N2CSC3=C(C#N)C(c4ccc(OC)cc4OC)CC(=O)N3C2)cc1 (stereo not drawn)	6.8	20.6	99.0	16.9	0.8	98.0	-3.5	-20.8	6.0
CCOC(=O)/C(N=Nc1ccc(Cl)cc1)=C(/O)c1ccc([N+](=O)[O-])cc1	6.1	5.5	x	12.0	-3.5	x	-0.1	0.1	x
CSc1cccc(NC(=O)CCNS(=O)(=O)c2ccc3[nH]c(=O)oc3c2)c1	26.7	-3.0	102.0	21.5	-2.4	105.0	-11.6	3.2	1.0
COC(=O)c1ccc(S(=O)(=O)c2ccc(Cl)cc2)c(N)c1	3.0	0.5	101.0	14.0	-4.2	102.0	-9.5	-2.5	4.0
COc1ccc(-c2nc(C#N)c(NCc3cccnc3)o2)cc1OC	8.9	-2.3	99.0	15.5	0.6	100.0	-9.9	-1.4	-2.0
Cc1nc(SCC(=O)NC(=O)NC(C)(C)C)nc(C)c1C	x	0.4	103.0	12.9	1.4	108.0	-9.7	-2.8	5.0
CCOC(=O)C(C(=O)OCC)C(Nc1ccccc1)c1ccccc1 (stereo not drawn)	28.4	2.9	103.0	5.8	-1.7	101.0	5.4	-0.6	3.0
C=C(C(=O)c1ccccc1)C(C(=C)C(=O)c1ccccc1)c1ccc(OC)cc1	-6.8	2.2	105.0	2.0	-1.8	103.0	-20.4	1.4	2.0
O=C(c1ccc(Cl)cc1)N1CCN(C(=O)c2ccco2)CC1	2.6	3.8	103.0	30.7	-0.2	103.0	-13.5	-1.0	1.0
O=S(=O)(Nc1ccc(S(=O)(=O)N2CCOCC2)cc1)c1ccccc1	10.6	2.5	104.0	-5.8	-2.9	108.0	-1.0	3.9	6.0
CCOC(=O)c1ccc(NC(=O)CSC2=NN3CCCC(=O)N=C3S2)cc1	12.6	-2.1	102.0	16.2	-1.1	101.0	-12.4	2.5	1.0
COc1ccc(S(=O)(=O)Nc2ccc(S(=O)(=O)Nc3nc(C)cc(C)n3)cc2)cc1OC	8.2	7.0	100.0	3.1	-4.7	98.0	0.3	-2.3	-1.0
CCOCCCNC(c1ccccc1)c1ccncc1 (stereo not drawn)	6.4	-9.2	103.0	12.3	x	103.0	-6.3	2.2	4.0
CCN(CC)C(=O)Cn1cc(C(=O)C(=O)NCCc2ccccc2)c2ccccc21	19.8	0.0	100.0	-6.2	-1.0	97.0	10.2	7.1	-4.0
CC(C)(C)c1ccc(C(=O)NCC(=O)O)cc1	-10.3	-3.4	98.0	24.4	3.3	90.0	-3.9	5.0	-7.0
